# Source: PubChem BioAssay (several laboratories)
# human PMI inhibitors = human PMI inhibitors, high substrate, primary screen, biochemical, fluorescence intensity, high mannose 6-phosphate (AID 1220). inhibition, % at 20 µM; hits with a dose series show IC50 in µM. 190,000 tested, 0.66% active. recombinant PMI enzyme, coupled fluorescence intensity; higher % means a stronger effect. Mannose-6-phosphate isomerase (Homo sapiens)
# SV40 large T antigen = SV40 large T antigen inhibitors, biochemical (AID 1903). SV40 large T antigen ATPase/helicase inhibition assay; higher % means a stronger effect. one-dose inhibition, % at 20 µM; IC50 in µM for titrated hits. 310,000 tested, 0.39% active; in the data active = a potency from the dose series; inconclusive = inhibition mostly from about 32% at the one dose, without a potency; inactive = the rest, 99 in 100 with inhibition below about 32%; also: strong numbers were not always called active
# RSV CPE inhibition = RSV antiviral activity via CPE protection, HEp-2 cells, primary 10 µM value included (AID 2391); CPE inhibition, % at 10 µM; hits with a dose series show IC50 in µM; 310,000 tested, 0.13% active; HEp-2 cells, RSV-induced CPE inhibition; higher % means a stronger effect; in the data active = a potency from the dose series; inconclusive = CPE inhibition mostly from about 23% at the one dose, without a potency; inactive = the rest, 99 in 100 with CPE inhibition below about 21%; also: strong numbers were not always called active
# TNAP activation fold = human TNAP enzyme activators, primary screen, biochemical, luminescent, no phosphate acceptor, uHTS (AID 1001); Alkaline phosphatase, tissue-nonspecific isozyme (Homo sapiens); activation fold at 20 µM, or EC50 in µM where a hit was titrated; 200,000 tested, 0.03% active; purified TNAP, luminescent activation assay, no phosphate acceptor; higher activation fold means a stronger effect; in the data active = activation fold from about 3, or a potency from the dose series; inactive = the rest, 99 in 100 with activation fold below about 1.6; also: many of its hits are not listed in these tables
# West Nile antiviral = West Nile virus antiviral activity, cell-based, CPE readout (AID 1621). West Nile virus-infected cells, CPE inhibition; higher % means a stronger effect. 290,000 tested, 0.02% active. one-dose CPE inhibition, % at 10 µM; IC50 in µM for titrated hits; in the data active = a potency from the dose series; inconclusive = CPE inhibition mostly from about 3.7% at the one dose, without a potency; inactive = the rest, 99 in 100 with CPE inhibition below about 2.2%; also: strong numbers were not always called active
# human PMI inhibition = inhibitors of human PMI, primary screen, biochemical, fluorescence intensity, coupled assay (AID 1209) | purified PMI enzyme, coupled fluorescence intensity; higher % means a stronger effect | 190,000 tested, 0.42% active | Mannose-6-phosphate isomerase (Homo sapiens) | one-dose inhibition, % at 20 µM; IC50 in µM for titrated hits;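 also: plate controls were DMSO vehicle for no effect and wells lacking substrate for full effect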
# Salmonella PhoP GFP = inhibitors of PhoP regulon expression, primary screen, Salmonella Typhimurium, GFP reporter (AID 1863). inhibition, % at 50 µM; hits with a dose series show IC50 in µM. S. Typhimurium PhoP-regulated promoter GFP reporter, 4 h; higher % means a stronger effect. 300,000 tested, 0.16% active;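 active = inhibition over 29.93%, a cutoff 3 SD above the screen mean, later confirmed by dose response; inconclusive = inhibition over 29.93% but no dose response follow-up; inactive = inhibition at most 29.93% or unconfirmed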;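 also: 0% = low Mg2+ inducing control and 100% = high Mg2+ repressing control; strong numbers were not always called active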
# CSM14.1 death rescue = rescue of cells from ER stress-induced death, primary screen, 384-well, CSM14.1, thapsigargin, ATP luminescence (AID 1222) | CSM14.1 thapsigargin-induced death rescue, ATP luminescence; higher % means a stronger effect | one-dose cellular ATP content (survival), % at 20 µM; EC50 in µM for titrated hits | 190,000 tested, under 10 active;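 active = EC50 below 50 µM in the dose-response confirmation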;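 also: death triggered by thapsigargin at about 15 µM added after 2 h compound pretreatment; cell ATP read after overnight thapsigargin exposure of roughly 18 to 22 hours; normalized against plate controls of thapsigargin alone and 5% DMSO vehicle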
# Insulin prom up = insulin promoter activators in MIN6 cells, imaging, high-content screening, mouse beta cells; 190,000 tested, 0.3% active; MIN6 insulin promoter-GFP reporter; hits give high values; z-score at 5 µM;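 active = z-score above 3 at 5 µM with at least 500 cells counted in the well; inconclusive = wells under 500 cells, flagged as cytotoxic or low count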
# Insulin prom up cell count = further read-out of Insulin prom up, marked with its call; cell count; measured here: cytotoxicity, nuclei count;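 total cells summed across four imaged fields per well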
# The depositor's hits bear a star; ? = inconclusive; nt = no result given. Rule as the data show it, unless noted: active = inhibition above about 50%; inactive = the rest.
SMILES,human PMI inhibitors,SV40 large T antigen,RSV CPE inhibition,TNAP activation fold,West Nile antiviral,human PMI inhibition,Salmonella PhoP GFP,CSM14.1 death rescue,Insulin prom up,Insulin prom up cell count
Cc1ccc(-c2csc(C(C#N)=C3CCCC3)n2)cc1,-6%,4%,3.0%,1.1,0.0%,5%,7%,-0.6%,1.2,1481
CC(C(=O)Nc1cccc(C#N)c1)N(C)CCOc1ccccc1 (centres undefined),nt,-1%,1.7%,nt,-1.2%,nt,7%,nt,nt,nt
c1ccc(-c2csc3ncn4cnnc4c23)cc1,6%,10%,3.3%,1.1,2.0%,4%,-6%,-0.3%,0.27,1465
CC(=O)N1c2ccc(S(=O)(=O)NCCc3ccccc3)cc2CC1C (centres undefined),nt,14%,-0.9%,nt,-1.4%,nt,-4%,nt,nt,nt
NC(=O)C1CCN(c2oc(-c3ccccc3)nc2S(=O)(=O)c2ccc(Br)cc2)CC1,nt,1%,4.1%,nt,-1.0%,nt,5%,nt,nt,nt
CCNC(=O)NC(=O)C(C)OC(=O)CCS(=O)(=O)c1ccc(C)cc1 (centres undefined),-10%,5%,-0.6%,0.9,-0.1%,-12%,4%,1.0%,0.14,1210
CC(=O)Nc1cccc(-c2nnc3c4ccccc4c(C)nn23)c1,nt,12%,-1.5%,1.1,0.0%,nt,4%,0.5%,0.14,1099
CCOC(=O)N1CCC(NC(=O)c2cccnc2SC)CC1,0%,6%,2.8%,1.1,0.1%,5%,-2%,-1.6%,-0.03,1265
CCOC(=O)C1C(=O)NC(c2ccccc2)=NC1c1ccc(C(C)C)cc1 (centres undefined),1%,34%,2.1%,1,0.0%,-5%,-7%,-0.8%,-0.32,1616
N#CCCn1cc(C(=O)Nc2ccc([N+](=O)[O-])cc2)c(-c2cccs2)n1,0%,5%,3.1%,1,-0.9%,3%,-5%,-2.4%,0.11,1127
Cc1ccc(NC(=O)CSc2nnc(N)s2)c([N+](=O)[O-])c1,-2%,13%,-1.2%,1,0.1%,-1%,8%,-0.3%,-0.03,1143
Cc1nnc(SCC(=O)Nc2nccs2)o1,nt,6%,0.7%,nt,-0.1%,nt,-4%,nt,nt,nt
O=c1c2ccccc2cnn1Cc1n[nH]c(=S)n1-c1ccccc1F,nt,11%,0.2%,nt,-0.3%,nt,-10%,nt,0.28,966
CSc1ccc(S(=O)(=O)NCCCn2ccnc2)cc1,nt,8%,0.1%,nt,-1.2%,nt,11%,nt,nt,nt
CCCCNc1cc(NC(C)=O)cc2cc(OC)c(OC)cc12,nt,14%,0.5%,1.1,0.8%,53%*,-4%,-0.5%,0.73,1315
CCOC(=O)C(=CNc1ccc2c(c1)c1ccccc1n2CC)C(=O)OCC,nt,5%,nt,nt,-0.4%,nt,-10%,nt,0.25,1143
Cc1cc(C(=O)COC(=O)c2ccc(CO)cc2)c(C)n1CC1COc2ccccc2O1 (centres undefined),18%,12%,2.5%,1.1,-0.1%,17%,-5%,1.3%,0.18,1246
CCc1cc(CNC(=O)CC2C(=O)NCCN2CC2CCCCC2)on1 (centres undefined),nt,23%,2.4%,1.1,-0.5%,nt,-1%,0.7%,nt,nt
CCN(CC)S(=O)(=O)c1ccc(NCc2ccccn2)nc1,nt,5%,4.4%,nt,0.0%,nt,-7%,nt,nt,nt
COc1cccc(-n2nnnc2SCC(=O)NCc2ccco2)c1,-9%,13%,1.2%,1.1,-0.1%,-2%,1%,2.8%,nt,nt
CCOC(=O)c1c(N2C(=O)CC(Sc3ccccc3C(=O)O)C2=O)sc(C)c1C (centres undefined),nt,21%,2.7%,nt,0.1%,nt,-6%,nt,-0.21,1100
Oc1c(Br)cc(Br)cc1C=NCc1ccc(F)cc1,48%,13%,2.8%,0.9,0.2%,-4%,10%,4.6%,1,1050
CCc1sc(N(C(=O)Cc2ccccc2)c2ccccc2)nc1-c1ccccc1,12%,14%,3.8%,1.1,-0.1%,16%,0%,-1.2%,-0.05,824
Cc1nn(CCc2n[nH]c(=S)n2C2CCCCC2)c(C)c1Br,9%,3%,-1.6%,1,-0.5%,13%,5%,-1.3%,-0.34,1638
O=S(=O)(CCSc1nc2ccccc2s1)c1nc2ccccc2s1,1%,3%,-2.1%,1,-2.5%,15%,-3%,0.2%,1.3,713
Cc1cc(NC(=O)C(C)SCC(=O)Nc2ccccc2OC(F)F)no1 (centres undefined),nt,-1%,0.0%,nt,-0.3%,nt,5%,nt,nt,nt
COc1ccc(OC)c2c(N)c(C#N)c(C(F)(F)C(F)(F)F)nc12,6%,12%,3.6%,1.1,0.3%,6%,4%,-0.7%,nt,nt
CCC(=O)Oc1oc(-c2ccccc2)nc1C=Nc1ccccc1OC,-2%,5%,1.3%,1.1,0.1%,5%,-5%,3.9%,0.81,1177
COC(=O)c1sccc1-n1cccc1C(=O)N1CCOCC1,10%,5%,1.3%,1.1,-0.1%,0%,3%,-2.9%,nt,nt
Cc1nn(C)cc1-c1cc(C(=O)O)c2ccccc2n1,nt,31%,1.1%,1,-0.8%,nt,10%,-0.8%,-0.63,1537
Cc1cc(C)c2c(N)c(S(=O)c3ccc(C(C)(C)C)cc3)sc2n1 (centres undefined),-76%,24%,4.7%,1.1,0.2%,-14%,-9%,0.6%,-0.97,1363
COc1ccc(Nc2nc(N3CCN(S(=O)(=O)N(C)C)CC3)nc3ccccc23)cc1,nt,7%,15%,nt,-0.8%,nt,9%,nt,nt,nt
c1ccc(OCCn2cnc3ccccc32)cc1,14%,3%,4.0%,1,-0.2%,14%,8%,-2.9%,0.15,1924
COc1cccc(C2C(C(=O)c3cccs3)=C(O)C(=O)N2CCN(C)C)c1OC (centres undefined),-44%,11%,1.9%,1.1,0.9%,-20%,-13%,-1.9%,0.29,1282
CCOc1cc(/C=N/NC(=O)CSc2nncn2C)ccc1OCc1ccccc1,-4%,-12%,4.6%,1,0.1%,0%,-7%,-3.1%,-0.28,1348
CC(C)C(=O)Nc1ccc(C(=O)NNC(=O)c2cccs2)cc1,-9%,12%,1.7%,0.9,0.9%,0%,-2%,-2.1%,0.18,1342
COc1ccc(C2=NOC(C(=O)Nc3ccc(C(C)=O)cc3)C2)cc1OC (centres undefined),8%,-1%,-1.7%,1,-0.3%,9%,-1%,1.7%,nt,nt
Fc1ccc(CN2CCSCC2)cc1Br,-6%,4%,0.3%,1.1,0.5%,1%,1%,-0.6%,1.1,965
OC(CN1CCN(Cc2ccccc2)CC1)c1ccccc1 (centres undefined),6%,3%,-1.3%,1.1,-0.5%,6%,13%,-0.4%,2,1189
O=C(OCc1ccccc1)c1cccnc1Cl,6%,5%,2.1%,1,?,-3%,13%,-1.1%,0.47,1259
Cc1ccc(C2C(C(=O)O)c3ccccc3C(=O)N2C)o1 (centres undefined),-10%,7%,-0.3%,1.1,0.7%,-7%,-11%,-3.1%,-0.63,955
COC(=O)c1ccc(NC(=O)CCN2CCN(Cc3ccccc3)CC2)cc1,-12%,5%,-1.0%,1.1,0.1%,-7%,5%,-2.5%,nt,nt
CCOC(=O)c1sc(NC(=O)CSc2nc3c(c(=O)n2-c2ccc(C)cc2)SCC3)c(C(=O)OCC)c1C,6%,13%,3.4%,1,0.6%,6%,-9%,1.6%,0.44,1093
c1ccc(-c2noc(-c3cccnc3)n2)nc1,10%,0%,1.9%,1.1,0.3%,12%,-1%,nt,0.58,1197
COc1cccc(CNn2cnnc2)c1O,24%,22%,0.2%,1.1,0.6%,18%,1%,-1.3%,-0.36,1381
COc1ccc(C(=O)N(c2ccc(OC)cc2)S(=O)(=O)c2cccs2)cc1,13%,5%,2.8%,1.1,-0.6%,14%,-5%,2.4%,0.03,1313
O=c1cc(CN2CCN(S(=O)(=O)/C=C/c3ccccc3)CC2)c2ccc(O)cc2o1,9%,18%,0.3%,1.1,0.3%,12%,8%,-2.2%,-0.64,1449
CCO[C@@H]1OC(C(=O)N2CCOCC2)=C[C@H](c2ccc(Br)cc2)[C@H]1CCCO,11%,3%,0.4%,1.1,-0.7%,9%,-11%,-0.7%,0.8,1348

# Among those listed so far, 2 contain an NH in an aromatic ring.
SMILES,human PMI inhibitors,SV40 large T antigen,RSV CPE inhibition,TNAP activation fold,West Nile antiviral,human PMI inhibition,Salmonella PhoP GFP,CSM14.1 death rescue,Insulin prom up,Insulin prom up cell count
O=c1c2ccccc2cnn1Cc1n[nH]c(=S)n1-c1ccccc1F,nt,11%,0.2%,nt,-0.3%,nt,-10%,nt,0.28,966
Cc1nn(CCc2n[nH]c(=S)n2C2CCCCC2)c(C)c1Br,9%,3%,-1.6%,1,-0.5%,13%,5%,-1.3%,-0.34,1638

# (further entries)
SMILES,human PMI inhibitors,SV40 large T antigen,RSV CPE inhibition,TNAP activation fold,West Nile antiviral,human PMI inhibition,Salmonella PhoP GFP,CSM14.1 death rescue,Insulin prom up,Insulin prom up cell count
CCCNc1c(NC(C)=O)c(=O)oc2ccccc12,9%,6%,-1.2%,1.1,-0.6%,4%,-2%,-2.0%,0.56,1402
O=S(=O)(c1cccs1)n1nnc2ccccc21,-4%,6%,2.2%,1.1,0.5%,-5%,9%,-2.3%,0.06,1232
CN(C)c1ccc(/C=C/C(=O)c2ccc3c(c2)OCCO3)cc1[N+](=O)[O-],13%,7%,1.2%,0.9,-0.2%,7%,-5%,0.3%,-0.02,1341
CC(C)(C)OC(=O)N1CCC[C@H]1C(=O)NCC1CCC(C(=O)O)CC1 (some centres undefined),4%,-7%,1.6%,1.1,0.3%,0%,15%,-1.1%,0.62,1201
O=C(COc1ccccc1)N1CCNC1=O,-2%,2%,1.5%,1,0.2%,-2%,-3%,6.0%,-0.24,1244
CN(C)CCN(C(=O)c1ccco1)c1nc2cc3c(cc2s1)OCCO3,nt,25%,0.3%,nt,0.4%,nt,0%,nt,nt,nt
O=C1NC2(Nc3ccccc31)C(=O)Nc1ccccc12 (centres undefined),8%,-1%,-1.0%,1.1,0.1%,15%,9%,-0.5%,0.57,1621
CC(=O)c1ncnn1CC(=O)c1ccc(Cl)cc1Cl,2%,17%,2.7%,1.1,0.3%,-6%,-35%,-1.3%,0.09,1124
Cc1nc(N2CCCCC2C)c2c(C)c(C(=O)Nc3ccccc3C(F)(F)F)sc2n1 (centres undefined),-1%,1%,?,0.9,-0.3%,-10%,-5%,-11%,-0.28,1374
CCC(=O)Nc1nc2ccccc2n1CCN1CCOCC1,-3%,-4%,2.9%,1.1,nt,-6%,-3%,-0.1%,1.3,1112
CN(C)c1ccc(C(CC(=O)O)C(=O)O)cc1 (centres undefined),32%,8%,0.3%,1,0.6%,9%,1%,-1.7%,-0.11,1375
Cc1cc(C)cc(Oc2ccc(C(F)(F)F)cc2C#N)c1,10%,-8%,1.0%,1.2,0.2%,2%,6%,-0.9%,-0.62,904
